Bioassay records (PubChem)
CAL PDZ FP-1 = untagged CAL PDZ binding inhibitors, primary screen, biochemical, fluorescence polarization, HTS | Golgi-associated PDZ and coiled-coil motif-containing protein (Homo sapiens), Q9HD26 | purified CAL PDZ, TMR-peptide fluorescence polarization, 1 h | inhibition, % at 24.9 µM | actives 0.92% (n = 300,000) | AID 602252, 2012;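 active = mean inhibition of at least 30% with at least half of replicates also reaching 30%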;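 also: 0% = DMSO neutral control and 100% = excess unlabeled competitor peptide PRC23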
C-LANA FP = inhibitors of KSHV C-LANA binding to DNA, primary screen, biochemical, fluorescence polarization, FAM-LBS DNA, MBP-C-LANA, single point; Kaposi's sarcoma herpesvirus LANA C-terminal domain (residues 932-1162) DNA binding; inhibition, % at 9 µM; actives 0.078% (n = 340,000); AID 504423, 2011;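 active = highest replicate inhibition at or above 60% at 9 µM, even if other replicates fall short; inactive = all replicates below 60% inhibition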;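 also: 0% = neutral control wells and 100% = 4 µM acridine orange control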
V-ATPase pH = regulators of yeast V-ATPase proton pumping, primary screen, pHLuorin cytosolic pH fluorescence; AID 504577, 2011; actives 0.37% (n = 350,000); S. cerevisiae; response, % at 10 µM; in the data active = response mostly above about 7.3%, no sharp cut-off; inactive = mostly below about 5.4%; also: actives read high; inactives centre near 0; some compounds called inactive have numbers as strong as hits; reference of the scale not given here
Pemphigus Ab inh = inhibitors of pemphigus antibody binding to DSG3, primary screen, biochemical, bead-based, flow cytometry, scFv-GFP; DSG3-coupled beads, scFv-anti-DSG3-GFP binding; active compounds read low; binding (percent of control), % at 10 µM; actives 0.48% (n = 310,000); AID 588358, 2011;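 active = binding more than 3 SD below its plate's average and above zero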;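 also: hits lower antibody fragment binding to DSG3; some compounds called inactive have numbers as strong as hits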
Keap1 Nrf2 FP = Keap1-Nrf2 protein-protein interaction inhibitors, primary screen, biochemical, fluorescence polarization, single point; actives 0.15% (n = 340,000); Kelch-like ECH-associated protein 1 (Homo sapiens), Q14145; inhibition, % at 9.4 µM; Keap1 Kelch-Nrf2 peptide fluorescence polarization, 1536-well; in the data active = inhibition above about 12%;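 also: human Keap1 Kelch domain with fluorescein labeled Nrf2 9mer peptide probe; 0% = neutral control wells and 100% = peptide positive control; higher means more block of Keap1 binding to Nrf2 peptide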
Target sequence (Q14145 whole entry, looked up, the tested form may be a part): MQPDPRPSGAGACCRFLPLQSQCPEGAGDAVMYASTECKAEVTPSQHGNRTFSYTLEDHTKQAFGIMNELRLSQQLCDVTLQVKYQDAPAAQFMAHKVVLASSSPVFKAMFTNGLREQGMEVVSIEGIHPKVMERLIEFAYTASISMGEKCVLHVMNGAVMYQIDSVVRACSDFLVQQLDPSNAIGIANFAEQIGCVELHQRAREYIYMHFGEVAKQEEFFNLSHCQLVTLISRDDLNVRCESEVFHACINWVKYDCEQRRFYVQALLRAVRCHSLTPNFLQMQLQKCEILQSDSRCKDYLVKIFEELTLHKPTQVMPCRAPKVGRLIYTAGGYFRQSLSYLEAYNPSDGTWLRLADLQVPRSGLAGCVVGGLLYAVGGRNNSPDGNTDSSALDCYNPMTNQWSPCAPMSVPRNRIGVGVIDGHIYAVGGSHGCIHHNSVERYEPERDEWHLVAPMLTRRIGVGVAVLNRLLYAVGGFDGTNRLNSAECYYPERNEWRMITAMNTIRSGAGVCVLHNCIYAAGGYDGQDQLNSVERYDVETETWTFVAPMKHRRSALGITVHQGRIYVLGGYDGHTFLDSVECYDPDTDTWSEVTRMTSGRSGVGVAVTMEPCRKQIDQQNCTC
DAGLB inh = DAGLB lipase inhibitors, primary screen, biochemical, fluorescence, HTS; actives 0.059% (n = 340,000); HEK293T DAGLB membrane lysate, EnzChek fluorogenic substrate; AID 504411, 2011; inhibition, % at 5.17 µM; Diacylglycerol lipase-beta (Homo sapiens), Q8NCG7; in the data active = inhibition above about 34%;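 also: 0% = enzyme with vehicle and 100% = wells lacking enzyme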
NSD2 HMT inh = NSD2 histone methyltransferase inhibitors, primary screen, biochemical, AlphaScreen, single concentration, set 2. Histone-lysine N-methyltransferase NSD2 (Homo sapiens), O96028. NSD2 peptide methylation, 120 min. inhibition, % at 12.5 µM. actives 0.54% (n = 310,000). AID 743445, 2014; in the data active = inhibition above about 50%
Arr AP2 block = inhibitors of beta-arrestin/AP2 binding, primary screen, biochemical, GPCR trafficking, flow cytometry. actives 0.31% (n = 340,000). FITC-arrestin peptide / GST-AP2 beads; AP2 beta2 appendage carries R879A mutation. beta-arrestin 1 C-terminal peptide binding to AP2 beta2-adaptin appendage (human). inhibition, % at 10 µM;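 active = inhibition above a set limit, near 3 SD of compounds lacking own fluorescence, cut at about 54% in these data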;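 also: plate controls were DMSO wells for no effect and 5 µM unlabelled arrestin peptide for full effect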
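Measured by: flow cytometry, FL1 (488/535 nm); Material: AP2 appendage R879A on GSH beads; Evaluation: percent response; Timing: pre-incubation 12 min, peptide binding 1 h, room temperature; Also added: 50 nM FITC-arrestin peptide; Medium: PBS with 0.05% Tween 20 and 0.1% BSA.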
CAL PDZ FP-2 = CAL PDZ peptide-binding inhibitors, primary screen, biochemical, fluorescence polarization, Cer-tagged CAL PDZ, HTS; purified CAL PDZ, TMR-peptide fluorescence polarization, 1 h; Golgi-associated PDZ and coiled-coil motif-containing protein (Homo sapiens), Q9HD26; inhibition, % at 20 µM; AID 504414, 2011; actives 0.02% (n = 330,000);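 active = highest replicate inhibition of at least 40%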;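 also: plate controls were DMSO neutral control wells for no effect and unlabeled competitor peptide control wells for full effect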
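Assay system – tagged CAL PDZ protein CerCALP, purified · Timing – 1 h at RT · Compound – single point, 20 µM · Measured by – fluorescence polarization from S- and P-plane intensities, G-factor corrected · Evaluation – inhibition from polarization loss · Probe or stimulus – TMR reporter peptide T*-PRC34 · Buffer or medium – pH 7.4 phosphate-saline buffer, reducing agent, detergent, IgG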
RTF Ca sens inh = cardiac RTF calcium sensitivity inhibitors, primary screen, biochemical, IANBD-TnC fluorescence, EC70 calcium | Troponin I, cardiac muscle (Homo sapiens) + Troponin T, cardiac muscle (Homo sapiens) + … | IANBD-labeled cardiac RTF, Ca2+ fluorescence | inhibition, % at 7.15 µM | actives 0.12% (n = 340,000);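 active = inhibition above the mean inhibition of all tested compounds plus 3 SD, cut at about 17% in these data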;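 also: assay run at fixed EC70 calcium of 1.6 mM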
Starred values were filed as active, the others as inactive; nt = not tested or not shown.

SMILES	CAL PDZ FP-1	C-LANA FP	V-ATPase pH	Pemphigus Ab inh	Keap1 Nrf2 FP	DAGLB inh	NSD2 HMT inh	Arr AP2 block	CAL PDZ FP-2	RTF Ca sens inh
COc1cccc(N2CCN(c3ccc4nnc(CCC(=O)Nc5ccc(F)cc5F)n4n3)CC2)c1	2	-0.6	0	101	4	0	4	33	-1.4	-2
COc1ccc(OCc2nc(N)nc(Nc3cccc(C)c3C)n2)cc1	-2	-0.5	-3	98	-2	-1	-1	-4	-1.5	-4
COC(=O)CN(c1ccc(Cl)cc1C)S(C)(=O)=O	6	-0.3	-2	104	0	-1	1	4	1.0	-7
CC1(C)Cc2nc(N3CCOCC3)c(C#N)cc2CO1	nt	-0.3	0	nt	-1	0	-3	3	0.3	4
CCOCCCNC(=O)C1(O)c2cc(Br)ccc2NC(=O)N1c1ccc(C)c(C)c1 (configuration not stated)	1	2.6	nt	105	2	0	6	-4	-1.3	-3
O=C(O)C1=C[C@@H](c2ccc(Br)cc2)C[C@@H](OCc2ccc(CO)cc2)O1	-1	0.5	-3	100	2	-3	nt	35	-0.7	11
Cc1ccc(C)c(C(=O)OCC(=O)NC(=O)NCc2ccccc2)c1	nt	nt	1	108	nt	-2	24	nt	nt	nt
COc1ccc(CNC(=O)c2cc(COc3c(F)cccc3F)on2)cc1OC	-4	0.0	-4	85	-4	-3	-3	16	-3.0	12
O=c1[nH]c(-c2ccccc2)nc(CN2CCCCC2)c1O	-1	-0.2	4	nt	4	1	1	12	-0.3	-10
CC(C)OC(=O)CSc1nnc(-c2ccccn2)n1C	3	1.0	-1	88	1	1	-1	16	1.4	1
CCC(=O)N1CCc2cc(S(=O)(=O)CCC(=O)NCc3cccs3)ccc21	-3	-2.4	-1	80	4	1	nt	9	nt	11
O=C(NC1CC(=O)N(c2cccc(F)c2)C1)C(=O)c1c[nH]c2ccccc12 (configuration not stated)	0	1.1	-3	104	-4	2	0	-3	-5.1	-8
OCCOCCOc1ccc(-c2nn[nH]n2)cc1	nt	-2.6	0	98	-2	0	-1	15	-0.4	-3
FC(F)(F)c1cc(-c2cccs2)nc(NCc2ccco2)n1	-1	13	1	104	2	-12	-2	-6	1.5	-12
CC1=C(C#N)C(c2ccoc2)C(C(=O)OCc2ccccc2)=C(N)S1 (configuration not stated)	-2	0.2	6	102	2	-4	6	4	-0.9	-7

Single records, from the list above. Order of screens: CAL PDZ FP-1 | C-LANA FP | V-ATPase pH | Pemphigus Ab inh | Keap1 Nrf2 FP | DAGLB inh | NSD2 HMT inh | Arr AP2 block | CAL PDZ FP-2 | RTF Ca sens inh
Profile of COc1ccc(CNC(=O)c2cc(COc3c(F)cccc3F)on2)cc1OC → -4 | 0.0 | -4 | 85 | -4 | -3 | -3 | 16 | -3.0 | 12
Profile of COC(=O)CN(c1ccc(Cl)cc1C)S(C)(=O)=O → 6 | -0.3 | -2 | 104 | 0 | -1 | 1 | 4 | 1.0 | -7
Profile of CCC(=O)N1CCc2cc(S(=O)(=O)CCC(=O)NCc3cccs3)ccc21 → -3 | -2.4 | -1 | 80 | 4 | 1 | nt | 9 | nt | 11

Continued:
SMILES	CAL PDZ FP-1	C-LANA FP	V-ATPase pH	Pemphigus Ab inh	Keap1 Nrf2 FP	DAGLB inh	NSD2 HMT inh	Arr AP2 block	CAL PDZ FP-2	RTF Ca sens inh
O=C(COC(=O)CCC(=O)c1cccs1)Nc1ccccc1C(F)(F)F	-3	-2.1	1	100	1	-1	-3	28	0.2	3
COC(=O)C1=C(C(=O)OC)[C@@H]2N(C)c3ccccc3[C@@]23C[C@@H](C(=O)OC)N(C(=O)c2ccc(Br)cc2)C3=N1	-2	-0.2	2	103	-4	3	nt	0	-1.2	-5
Cc1ccc(-n2c(O)cnc2Nc2nc(C)cc(C)n2)cc1	4	-0.7	9	91	-6	-1	5	0	0.6	-9
O=C1CN(C(=O)COC(=O)CCNS(=O)(=O)c2ccc(Cl)cc2)c2ccccc2N1	-7	-1.9	5	90	-3	2	5	1	-0.1	9
COc1cc(Nc2cc(C)nc3nc(C)nn23)cc(OC)c1OC	-1	0.9	4	108	-2	-10	nt	0	-0.1	3
Cc1nc(NC(=S)NC(=O)c2ccccc2)sc1C	-2	-1.1	0	100	1	-7	-3	-1	0.5	10
COc1ccc(NC(=O)C(c2ccc(OC)cc2)N(C)C(=O)CNC(C)=O)cc1 (configuration not stated)	4	0.7	-2	100	-1	0	-57	-7	-2.7	5
COc1ccc(NC2CC(=O)N(c3ccc(C(=O)O)cc3)C2=O)cc1 (configuration not stated)	1	1.6	3	96	-3	1	-1	29	-1.7	6
O=S(=O)(c1ccccc1)c1nc(-c2ccco2)oc1NCc1cccnc1	-1	-0.5	-5	nt	-10	-6	1	13	-0.4	3
CN1c2ccsc2C(O)=C(C(=S)Nc2ccccc2)S1(=O)=O	-6	-1.3	-4	90	1	0	-1	0	-0.5	1
CC(=O)C1CCC2C3CCC4CC(OC(=O)CCC(=O)O)CCC4(C)C3C(=O)CC12C (configuration not stated)	nt	-0.6	1	99	-4	3	-2	5	-0.8	7
N#Cc1ccc(CN2CCN(C(=O)C3CC(=O)N(c4ccccc4F)C3)CC2)cc1 (configuration not stated)	-2	-0.9	2	99	3	-1	2	-4	0.0	-6
Cc1ccc2c(c1)N(C(C)C(=O)NCc1ccccn1)C(=O)CO2 (configuration not stated)	0	0.3	-1	88	0	2	-5	-12	-0.4	5
Oc1cccc(C(=S)N2CCCCC2)c1	-1	-2.7	-1	89	-2	-2	1	36	-0.4	4
COc1ccccc1CNC(=O)CN(c1ccc(C)cc1)S(=O)(=O)c1c(C)nn(C)c1C	0	1.6	2	100	-1	-1	-2	6	-0.4	-8
O=C(NCNC(=O)c1ccccc1)c1ccccc1	1	-1.4	-1	102	-1	2	-2	7	-2.0	4
C=CCOc1ccc(C2C(C(=O)c3ccco3)=C(O)C(=O)N2c2nnc(C)s2)cc1 (configuration not stated)	-5	-4.1	0	118	1	-1	2	-2	-0.5	-7
Cc1ccc(CSCC(=O)N/N=C/c2sccc2C)cc1	-4	2.0	1	99	-4	-5	0	-1	nt	-11
Cc1cc(C)cc(NC(=O)CSc2nnc(CNC(=O)c3cccs3)o2)c1	-3	1.2	3	nt	-2	-4	nt	10	-2.4	-5
O=C(Nc1ccccc1-c1ccccc1)C(c1ccccc1)c1ccccc1	-1	0.4	-6	88	-2	-13	-2	28	-1.7	-8
C(=N\Nc1nc2ccccc2[nH]1)/c1cccc2nccnc12	nt	4.5	-2	96	-1	nt	-4	7	-1.0	nt
COC(=O)Nc1nc(C)c(C(=O)c2ccccc2)s1	-6	-0.9	9	104	1	3	-6	21	-0.4	-7
Cc1cccc(C(=O)O/N=C(\N)CS(=O)(=O)c2ccccc2)c1	-5	-0.5	4	104	-1	0	-2	-8	0.1	-9
CCOC(=O)c1ccc(NC(=O)C(=O)NCC2CCCO2)cc1 (configuration not stated)	nt	-1.1	0	105	-2	-5	0	15	0.0	-6
COC(=O)C1(CO)NC(c2cccs2)C2C(=O)N(c3ccccc3)C(=O)C21 (configuration not stated)	-2	3.8	0	nt	-4	1	1	8	0.5	-10
C#CC(C)(C)NC(=S)NC1CC2C=CC1C2 (configuration not stated)	-3	-1.0	-1	111	-4	1	0	0	0.3	-6
CCOC(=O)CN1C(=O)C(O)=C(C(C)=O)C1c1ccc(F)cc1 (configuration not stated)	-4	5.2	5	119	8	2	-1	4	0.1	-5
O=C(N/N=C/c1ccco1)/C(=C/c1cccc([N+](=O)[O-])c1)NC(=O)c1ccccc1	-2	0.3	-3	106	-5	1	0	-12	0.0	0
O=C(CCNC(=O)c1ccc(Cl)cc1)NNC(=O)c1ccc(F)cc1	nt	-0.2	-3	98	1	0	-6	-3	0.7	-4
c1cncc(C2OCC3(CO2)COC(c2cccnc2)OC3)c1 (configuration not stated)	-4	1.0	4	108	-6	3	-5	-5	-1.3	-15
Cc1noc(C)c1NC(=O)N(C)C[C@H]1Oc2ccc(NC(=O)Nc3ccccc3)cc2C(=O)N([C@H](C)CO)C[C@@H]1C	-7	2.1	0	96	-2	0	nt	3	-0.9	-6
Cc1nnc(Nc2ccc(Cl)cc2)n(N)c1=O	2	1.2	2	nt	6	3	5	-2	0.1	0
CN(Cc1ccccc1)C(=O)CCC1CCN(C(=O)CCC(F)(F)F)CC1	nt	-1.3	-4	114	-1	0	-3	-1	-0.2	-8
Cc1cc(C)c(S(=O)(=O)N(C)CC(=O)N2CCCC2)c(C)c1	nt	nt	-1	102	nt	5	8	nt	nt	nt
COc1ccccc1-c1csc(Cc2nnc3n2CCCCC3)n1	0	1.9	2	nt	-2	-3	24	1	-0.7	-4
Cc1noc(/C=C/c2cccs2)c1S(=O)(=O)N1CCC(C(=O)NCCCN2CCCC(C)C2)CC1 (configuration not stated)	5	-2.1	-5	109	0	-1	4	2	-0.9	-14
O=C(CN1C(=O)C2C3C=CC(C4CC34)C2C1=O)OCC(=O)c1ccccc1 (configuration not stated)	-1	-0.2	2	106	5	1	-1	18	1.1	-4
COC(=O)c1cc(C)sc1NC(=O)c1cccnc1	3	-0.5	4	103	-4	-1	-2	2	-2.7	-8
O=C(NCCN1CCOCC1)C1CCC(CNS(=O)(=O)c2ccc(Cl)cc2)CC1 (configuration not stated)	-1	0.5	3	104	-3	-1	-2	-4	1.0	-5
O=C(O)c1ccc(-n2cccn2)nc1	8	0.2	-2	92	3	-3	-1	8	0.3	-7
Cc1ccc(-n2c(=S)sc3c(=O)n(-c4ccccc4F)c(SCC(=O)O)nc32)cc1C	-5	-0.8	2	91	-1	5	-1	-12	-1.5	0
C=CCNC(=O)c1ccc(-c2nc(-c3ccc(Cl)c(Cl)c3)cs2)cc1	nt	0.0	-3	107	0	-3	2	7	-0.5	-5
Cc1c(C(=O)OC(C)CCN(C)C)oc2ccccc12 (configuration not stated)	-4	-0.7	1	nt	-6	-1	1	8	0.4	-10

A portion of the library; count on the stated rates, not on these rows.
